N370S GC mod = N370S glucocerebrosidase modulation, Gaucher chaperone candidate | P04062 | N370S GC spleen homogenate, 4MU-glucoside fluorescence | Potency, µM (series often up to 59.4 µM), inactives show top-dose activity change, negative = inhibition, actives largely listed as inhibitors | 330,000 compounds, 0.092% hits | AID 2101;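 note: 0% = full enzyme activity and -100% = no enzyme basal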
TDP1 block = blocks human tyrosyl-DNA phosphodiesterase 1; 350,000 compounds, 0.28% hits; recombinant TDP1, AlphaScreen DNA substrate cleavage; Potency, µM (titrated, usually from 130 µM), for inactives: at the top dose activity change, negative = inhibition, usual class: inhibitors; AID 485290; note: nearly all actives have a fitted effect of over 40% in size
Target sequence (Q9NUW8 whole entry, looked up): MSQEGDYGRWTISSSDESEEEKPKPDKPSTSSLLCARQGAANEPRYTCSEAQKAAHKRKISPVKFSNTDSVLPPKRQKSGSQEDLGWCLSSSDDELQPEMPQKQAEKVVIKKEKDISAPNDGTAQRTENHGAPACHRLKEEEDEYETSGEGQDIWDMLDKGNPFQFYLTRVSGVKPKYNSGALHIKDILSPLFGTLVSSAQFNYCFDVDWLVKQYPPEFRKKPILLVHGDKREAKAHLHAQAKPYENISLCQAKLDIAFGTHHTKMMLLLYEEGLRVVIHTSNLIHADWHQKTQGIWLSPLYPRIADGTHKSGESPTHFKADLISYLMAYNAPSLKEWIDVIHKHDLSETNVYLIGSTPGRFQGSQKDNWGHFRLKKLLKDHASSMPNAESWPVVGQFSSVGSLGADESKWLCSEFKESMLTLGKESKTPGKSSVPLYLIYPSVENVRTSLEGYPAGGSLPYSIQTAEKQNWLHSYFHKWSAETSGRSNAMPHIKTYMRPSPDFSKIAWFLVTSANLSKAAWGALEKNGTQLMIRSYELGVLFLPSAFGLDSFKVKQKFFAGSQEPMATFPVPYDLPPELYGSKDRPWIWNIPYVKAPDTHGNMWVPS
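Compounds were preincubated with Tdp1 (1 nM final) for 15 min at room temperature before substrate (15 nM final) started a 5 min reaction; beads (10 ug/ml final) were then added for 10 min before AlphaScreen detection.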
FEN1 inhibitor = blocks human flap endonuclease 1 | 390,000 compounds, 0.35% hits | AID 588795 | P39748 | Recombinant FEN1 flap cleavage, fluorescence, 15 min | Potency, µM (doses to about 114 µM), inactives show at the top dose activity change, negative = inhibition, hits mostly inhibitors; note: nearly all actives have a fitted effect of over 65% in size
Target sequence (P39748 whole entry, looked up): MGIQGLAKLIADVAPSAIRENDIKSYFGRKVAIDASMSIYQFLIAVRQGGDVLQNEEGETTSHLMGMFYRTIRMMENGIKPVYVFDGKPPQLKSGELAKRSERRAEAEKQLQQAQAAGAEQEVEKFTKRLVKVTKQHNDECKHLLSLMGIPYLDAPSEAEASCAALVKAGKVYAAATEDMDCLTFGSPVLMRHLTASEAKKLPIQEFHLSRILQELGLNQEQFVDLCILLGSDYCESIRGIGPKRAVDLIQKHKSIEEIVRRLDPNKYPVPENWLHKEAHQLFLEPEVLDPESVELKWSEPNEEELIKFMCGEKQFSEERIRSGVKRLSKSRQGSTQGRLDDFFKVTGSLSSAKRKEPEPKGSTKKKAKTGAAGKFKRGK
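Quantitative HTS format: each compound was titrated, incubated with 10 nM nuclease for 15 min at room temperature, then challenged with flap substrate at 50 nM final. Signal change over 15 min gave concentration–effect curves.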
An asterisk follows results filed as active; ? = inconclusive; / = no result given; & = joins results of further samples; [ ] = remark or other dose. Calls come from the whole dose curve; as a rule, active = well fitted curve in the direction sought with a large enough effect; inconclusive = small, poorly fitted or top-dose-only effect, or another doubt; inactive = no such curve, though single readings can be large; an effect the other way counts as inactive or inconclusive. Unless noted, % is set by controls: 0 for no effect and ±100 for the full control effect; potency is the fitted concentration of half-maximal effect.

SMILES	N370S GC mod	TDP1 block	FEN1 inhibitor
CCn1nc(C(=O)NNC(=O)CCOc2cc(C)ccc2C)c2ccccc2c1=O	-2.8%	3.7%	-0.2%
Cc1ccc(/C=C(/C#N)c2nc(CCN3C(=O)c4ccccc4C3=O)cs2)cc1	-6.1%	4.3%	-19.7%
COc1ccc(CNC(=O)C(=O)Nc2cc(Cl)ccc2OC)cc1	/	-8.4%[12.3 µM]	14.2%
CCOC(=O)N1CCN(S(=O)(=O)N2CCCC(C(=O)NCCc3ccc(Cl)cc3)C2)CC1 (configuration not stated)	-0.9%	0.8%	-8.5%
Cc1ccc(CN=C(N)Nc2nc(C)cc(C)n2)cc1	-9.1%	-4.7%	-7.6%
CC(C)C(N)C(=O)OCCOCn1cnc2c(=O)[nH]c(N)nc21 (configuration not stated)	18.4%	4.3%	/
O=C(Nc1ccccc1)N(CCN1CCOCC1)Cc1ccccc1F	-1.8%	2.2%	-1.7%
COC(=O)[C@H](COC(C)(C)C)NC(=O)O[C@H]1C(=O)c2ccc(OC)cc2O[C@@H]1c1ccc2c(c1)OCO2	-4.7%	4.4%	/
CCC(CC)C(=O)c1c[nH]c(C(=O)NCC2CCCO2)c1 (configuration not stated)	1.1%	3.4%	0.4%
COc1ccc(S(=O)(=O)N2CCCCCC2)cc1C(=O)OC(C)C(N)=O (configuration not stated)	-8.1%	5.0%	2.1%
CCn1c2ccccc2c2cc(NC(=O)COC(=O)c3cccc(S(=O)(=O)NC)c3)ccc21	9.1%	6.7%	3.0%
COc1ccccc1CNc1nc2nc(C)c(Cl)c(C)n2n1	/	3.7%	10.3%
Cc1ccccc1OCc1nnc(SCC(=O)N2CCc3ccccc32)n1C	-5.2%	0.0%	-5.2%
COC(=O)C(Cc1ccc(O)cc1)NC(=O)CCOc1ccc(OC)cc1 (configuration not stated)	-3.3%	/	-12.9%
C#CCOCCOCCOCCNc1nc(N2CCN(C(=O)[C@H](CCCN=C(N)N)n3cc(C(N)[C@@H](C)CC)nn3)CC2)nc(N2CCN(C(=O)[C@H](CC(N)=O)n3cc([C@@H](N)CC(N)=O)nn3)CC2)n1 (some centres not stated)	/	-7.3%	-13.1%
Oc1ccc(CN2CCN(c3ncccn3)CC2)cc1	-0.4%	/	1.4%
CC(C)Cc1nc(N2CCN(C(=O)C(C)C)CC2)c(C#N)c2c1CCC2	14.5%	-4.0%	-22.2%
CCC(C(=O)Nc1ccccc1)n1nc(-c2cc(C)ccc2C)ccc1=O (configuration not stated)	/	4.7%	-22.7%
CN(C)/N=N/c1nc[nH]c1C(N)=O	0.7%&-15.2%	9.6%[56.1 µM]	/
COc1ccc(NC(=O)CSc2ccc3nnc(-c4ccccn4)n3n2)cc1	3.5%	4.9%	6.7%
CCC(=O)c1c[nH]c(C(=O)NCc2cccs2)c1	-14.9%	/	11.5%
COc1ccc(/C=C/C(=O)c2ccc(NS(=O)(=O)c3ccc(C)cc3)cc2)cc1O	-17.2%	4.7%	-20.8%
O=C(NCc1ccccc1)c1ccc(S(=O)(=O)N2CCCc3ccccc32)cc1	17.4%	3.1%	-5.2%
O=C(NCCn1cc(SCc2cccc(F)c2)c2ccccc21)c1cccc(C(F)(F)F)c1	/	8.4%	4.1%
CC(Oc1ccccc1)C(=O)Nc1ccc(S(=O)(=O)Nc2nccs2)cc1 (configuration not stated)	2.6%	/	1.4%
COc1ccc(CCNC(=O)CSc2cn(CCNC(=O)c3c(F)cccc3F)c3ccccc23)cc1OC	/	5.8%	-2.1%
COC(=O)C1CCN(C(c2ccc(OC)c(OC)c2)c2sc3nc(C)nn3c2O)CC1 (configuration not stated)	-5.3%	4.1%	-0.9%
CN1CCN(NC(=O)c2cc(-c3ccc(Cl)s3)nc3ccccc23)CC1	-2.2%	7.8%	-9.4%
O=C(CSc1nnc2ccc(-c3ccncc3)nn12)Nc1ccc(F)cc1	-0.1%	-5.9%	0.5%
Cc1cccc(Oc2ccccc2NC(=O)CN2C(=O)NC3(CCCC3)C2=O)c1	0.5%	0.2%	4.3%

A section of the results above, for reference:
SMILES	N370S GC mod	TDP1 block	FEN1 inhibitor
CCC(C(=O)Nc1ccccc1)n1nc(-c2cc(C)ccc2C)ccc1=O (configuration not stated)	/	4.7%	-22.7%
CN(C)/N=N/c1nc[nH]c1C(N)=O	0.7%&-15.2%	9.6%[56.1 µM]	/
COc1ccc(NC(=O)CSc2ccc3nnc(-c4ccccn4)n3n2)cc1	3.5%	4.9%	6.7%
CCC(=O)c1c[nH]c(C(=O)NCc2cccs2)c1	-14.9%	/	11.5%
COc1ccc(/C=C/C(=O)c2ccc(NS(=O)(=O)c3ccc(C)cc3)cc2)cc1O	-17.2%	4.7%	-20.8%
O=C(NCc1ccccc1)c1ccc(S(=O)(=O)N2CCCc3ccccc32)cc1	17.4%	3.1%	-5.2%
O=C(NCCn1cc(SCc2cccc(F)c2)c2ccccc21)c1cccc(C(F)(F)F)c1	/	8.4%	4.1%

Further records follow.
SMILES	N370S GC mod	TDP1 block	FEN1 inhibitor
CCCS(=O)(=O)N1CC(=O)N(c2cc(C)cc(C)c2)C(C)(C(=O)NC2CCCCCC2)C1 (configuration not stated)	/	3.7%	5.7%
Cc1nc2ccccn2c1C(=O)N/N=C/c1ccc(CNC(=O)C(=O)Nc2ccccc2)o1	18.2%	2.7%	-6.5%
O=[N+]([O-])c1ccc(F)cc1OCc1cccc(S(=O)(=O)N2CCOCC2)c1	-3.1%	/	4.0%
Cc1c(NC(=O)c2cc(S(=O)(=O)N3CCCCC3)ccc2Cl)c(=O)n(-c2ccccc2)n1C	/	-0.5%	-15.2%
CS(=O)(=O)Nc1ccc(-c2nnc3n2CCCCC3)cc1	-3.5%	/	8.0%
COc1ccc(S(=O)(=O)N2CCC(C(=O)Nc3ccccc3N3CCCC3)CC2)cc1OC	0.8%	5.9%[56.1 µM]	3.5%
Nc1c(C(=O)NC2CC2)sc2nc3c(c(-c4ccco4)c12)CC/C3=C/c1ccco1	7.5%	0.0%	5.62µM*
COc1cc(OC)cc(C(=O)NCCc2csc(-c3ccc(C(F)(F)F)cc3)n2)c1	/	2.2%	-10.8%
NC(N)=NCCC[C@H](NC(=O)[C@H](Cc1ccccc1)NC(=O)[C@@H]1CCCN1C(=O)[C@H](CO)NC(=O)[C@H](Cc1ccccc1)NC(=O)CNC(=O)[C@@H]1CCCN1C(=O)[C@@H]1CCCN1C(=O)[C@@H](N)CCCN=C(N)N)C(=O)O	-6.5%	4.9%	/
COc1ccccc1C(=O)NCC(c1cccnc1)N1CCc2ccccc2C1 (configuration not stated)	/	-1.3%	1.1%
CCc1nn(C(CC)C(=O)NCC(C)c2ccccc2)c(=O)c2cc3occc3n12 (configuration not stated)	-0.5%	/	-18.3%
O=[N+]([O-])c1ccc(N/N=C/c2sc(N3CCOCC3)nc2-c2ccccc2)c(S(=O)(=O)Nc2ccc(Cl)cc2)c1	-7.5%	10.8%	10.8%
Cc1cccc(N2CCN(CC(=O)N(C)Cc3ccccc3)CC2C)c1 (configuration not stated)	-11.4%	/	14.1%
Cc1nc(C)n(C)c(=O)c1-c1ccccc1	-13.5%	/	3.0%
CCOC(=O)c1c(C)[nH]c(C(=O)COC(=O)C(C)Oc2ccc(Cl)cc2Cl)c1C (configuration not stated)	3.0%	2.7%	-8.6%
CCOc1cc(C2C(C(=O)c3ccc(C)cc3)=C(C(=O)OC)Nc3nnnn32)ccc1O (configuration not stated)	-24.1%	2.2%	-2.6%
CCN1CCN(Cc2nc3cc(NC(=O)c4cc(OC)c(OC)c(OC)c4)ccc3n2CC)CC1	/	4.7%	-1.3%
CN(C)c1nc(N)nc(CSc2n[nH]c(-c3ccccc3)n2)n1	4.6%	7.0%	-4.3%
COC(=O)c1ccc(C(NC(=O)OCc2ccccc2)/C(F)=C/[C@@H](C)C(=O)NCCO)cc1 (some centres not stated)	5.5%	5.1%	/
Cc1ccc(C)c(N2CCN(C(=S)Nc3ccc4nc(N5CCN(C)CC5)cc(C)c4c3)CC2)c1	?	2.6%	-4.5%
NC1=NCC(O)=C1c1nc2ccccc2[nH]1	?	7.7%	-3.7%
O=C(Cn1nc(N2CCN(c3ccccc3)CC2)ccc1=O)NCc1ccccc1F	/	5.3%	-1.3%
Cc1cn(C)c(CC(=O)N2CCN(c3ccccc3F)CC2)c1C(=O)O	/	-4.4%	18.2%
O=C(COc1ccc(S(=O)(=O)N2CCCCC2)cc1)Nc1ccccc1F	-3.9%	-0.1%	4.1%
Cc1ccc(C)c(NC(=O)c2cc(S(=O)(=O)NCCC3=CCCCC3)ccc2F)c1	/	10.4%	-18.3%
CCOC(=O)c1cc(-c2ccccc2)sc1NC(=O)c1cc(OC)c(OC)c(OC)c1	8.3%	1.1%	4.2%
CCn1cc(C2=NC(c3ccccc3)CO2)c2ccccc21 (configuration not stated)	12.6%	-1.3%	6.6%
CCN(CC)S(=O)(=O)c1cccc2cc(C(=O)O)c(O)cc12	7.5%	-4.8%	-3.1%
Cc1noc(C)c1S(=O)(=O)Nc1ccc2c(c1)C(=O)N([C@H](C)CO)C[C@@H](C)[C@@H](CN(C)Cc1ccc3c(c1)OCO3)O2	/	2.4%	-10.4%
CCOc1ccc(OCC)c(NC(=O)CN(c2ccc(C)cc2)S(=O)(=O)c2c(C)n[nH]c2C)c1	/	7.0%	?
Cc1cc(Nc2ccccc2Cl)n2nc(-c3ccco3)nc2n1	/	-1.2%	2.5%
Nn1c(COc2cccc(Br)c2)nnc1SCC(=O)N1CCc2ccccc2C1	-2.6%	2.9%	3.1%
CNC(=S)N(CCc1c(C)[nH]c2ccccc12)Cc1cccnc1	-21.6%	/	8.5%
CC1CCCCC12NC(=O)N(CC(=O)N1CCN(C(=O)c3cccs3)CC1)C2=O (configuration not stated)	/	-3.7%[56.1 µM]	-6.9%
CC(C)(C)N(Cc1ccccc1)C(=O)COC(=O)c1ccc(Br)o1	/	-0.6%[56.1 µM]	-2.6%
Cc1csc(NC(=O)c2cc(=O)[nH]c3ccc(S(=O)(=O)N4CCOCC4)cc23)n1	10.5%	2.3%	-1.8%
O=C(NCc1ccccn1)Nc1cccc(F)c1	-1.8%	4.7%	-8.4%
CCC(=O)Nc1ccc(-c2nc(-c3ccccc3)n(CC(=O)N3CCCCC3)n2)cc1	-0.4%	6.8%	1.0%
Cc1ccn2c(-c3csc(NCc4ccccc4)n3)c(C)nc2c1	-25.6%	12.0%	-8.0%
CC(=O)Nc1ccc(NC(=O)CS(=O)(=O)c2cn(CC(=O)N3CCCC3)c3ccccc23)cc1	-3.9%	3.1%	5.1%
COc1ccc(OCc2cnc(Cl)s2)cc1	-13.1%	-2.9%	-3.3%
Cc1cccc(C)c1NC(=O)C1CCCN1C(=O)OC(C)(C)C (configuration not stated)	2.8%	-2.6%	-1.8%
CCCCN1CNC(=S)N(CCc2ccc(OCC)c(OCC)c2)C1	13.5%	0.0%	-3.5%
Cn1cccc1C(=O)OCC(=O)Nc1ccc2c(c1)OCO2	-8.7%	1.2%	4.9%
Cc1ccc(/C=C2\SC(=S)N(c3cccnc3)C2=O)cc1	0.1%	3.6%	14.5%
O=C(CCCCn1c(=O)c2ccccc2n(CC(=O)Nc2cccc(C(F)(F)F)c2)c1=O)NCc1ccc2c(c1)OCO2	/	0.9%	-3.3%
Cc1ccc(N(C)S(=O)(=O)c2ccc(-c3ccc(=O)[nH]n3)s2)cc1C	-10.4%	1.2%	-2.8%
CC[n+]1ccc2cc(OC)c(OC)cc2c1Cc1ccc(OC)c(OC)c1	13.8%	8.7%	1.7%

Screens from PubChem.
